Screens (PubChem BioAssay)
HP1b chromo inh: inhibitors of HP1-beta chromodomain binding to methylated histone tails. P83916. AlphaScreen HP1-beta / biotin-H3K9me3 peptide binding. Potency, µM (series often up to 114 µM), inactives show top-dose activity change, negative = inhibition, actives largely listed as inhibitors. actives 0.56% (n = 390,000). AID 540317; also: nearly all actives have a fitted effect of over 70% in size; inactives centre near 23
Target sequence (P83916 whole entry, looked up): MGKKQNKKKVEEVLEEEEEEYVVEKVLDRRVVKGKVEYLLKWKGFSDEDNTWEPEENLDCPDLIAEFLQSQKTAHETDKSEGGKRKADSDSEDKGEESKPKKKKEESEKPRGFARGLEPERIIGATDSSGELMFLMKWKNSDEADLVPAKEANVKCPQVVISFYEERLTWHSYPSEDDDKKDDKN
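Compound inhibition of the preformed complex between 50 nM HP1-beta and 50 nM biotinylated H3K9me3 peptide was read by AlphaScreen. Buffer was PBS pH 7.4 with 0.01% Tween-20. Incubations ran 30 min at room temperature, with 10 ug/mL donor/acceptor beads.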
JMJD2A Tudor inh: inhibitors of human JMJD2A Tudor domain. O75164. AlphaScreen JMJD2A-Tudor / H3K4me3 peptide binding. Potency, µM (series often up to 114 µM), for inactives: top-dose activity change, negative = inhibition, most hits filed as inhibitors. actives 4.4% (n = 390,000). AID 504339; also: % is scaled to controls: 0 for no effect and ±100 for the full control effect; nearly all actives have a fitted effect of over 50% in size
Pin1 inhibitor: blocks the human prolyl isomerase Pin1; actives 0.009% (n = 390,000); Pin1 FP peptide displacement, HiFluor488, 10 min; Potency, µM (series often up to 115 µM), without a hit: at the highest dose activity, negative = inhibition, most hits filed as inhibitors; AID 504891; Q13526; active = well fitted inhibition curve with a large enough effect in the polarisation, with a control signal flat, not every such curve was filed as active; inconclusive = small, poorly fitted or top-dose-only effect, or effect the other way, or a change in a side signal; inactive = no such curve, though single readings can be large or run the other way; the % refers to the polarisation; also: % is scaled to controls: 0 for no effect and ±100 for the full control effect
Target sequence (Q13526 whole entry, looked up): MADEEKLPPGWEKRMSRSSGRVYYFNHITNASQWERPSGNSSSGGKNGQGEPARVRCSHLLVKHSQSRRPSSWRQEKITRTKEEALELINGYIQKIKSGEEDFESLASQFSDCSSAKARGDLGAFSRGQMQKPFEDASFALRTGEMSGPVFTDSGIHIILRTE
G9a inh: inhibitors of human histone lysine methyltransferase G9a. G9a H3K9 monomethylation, AlphaScreen, 2 h. AID 504332. actives 8.8% (n = 350,000). Q96KQ7. Potency, µM (doses to about 102 µM), inactives show top-dose activity, negative = inhibition, hits mostly inhibitors; also: % is scaled to controls: 0 for no effect and ±100 for the full control effect; nearly all actives have a fitted effect of over 75% in size
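Readings reflect AlphaScreen signal from monomethyl-H3K9 antibody detection. HMT at 20 nM; substrate b-H3K9 500 nM; cofactor SAM 20 uM; 2 h RT reaction; compounds tested as titrations in qHTS with 15 min preincubation.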
GLS inh: blocks human kidney-isoform glutaminase activity | actives 0.21% (n = 410,000) | GLS enzymatic activity, qHTS titration | Potency, µM (highest dose often 45.5 µM), inactives show top-dose activity change, negative = inhibition, hits mostly inhibitors; also: % is scaled to controls: 0 for no effect and ±100 for the full control effect
Target sequence (O94925 whole entry, looked up, canonical isoform): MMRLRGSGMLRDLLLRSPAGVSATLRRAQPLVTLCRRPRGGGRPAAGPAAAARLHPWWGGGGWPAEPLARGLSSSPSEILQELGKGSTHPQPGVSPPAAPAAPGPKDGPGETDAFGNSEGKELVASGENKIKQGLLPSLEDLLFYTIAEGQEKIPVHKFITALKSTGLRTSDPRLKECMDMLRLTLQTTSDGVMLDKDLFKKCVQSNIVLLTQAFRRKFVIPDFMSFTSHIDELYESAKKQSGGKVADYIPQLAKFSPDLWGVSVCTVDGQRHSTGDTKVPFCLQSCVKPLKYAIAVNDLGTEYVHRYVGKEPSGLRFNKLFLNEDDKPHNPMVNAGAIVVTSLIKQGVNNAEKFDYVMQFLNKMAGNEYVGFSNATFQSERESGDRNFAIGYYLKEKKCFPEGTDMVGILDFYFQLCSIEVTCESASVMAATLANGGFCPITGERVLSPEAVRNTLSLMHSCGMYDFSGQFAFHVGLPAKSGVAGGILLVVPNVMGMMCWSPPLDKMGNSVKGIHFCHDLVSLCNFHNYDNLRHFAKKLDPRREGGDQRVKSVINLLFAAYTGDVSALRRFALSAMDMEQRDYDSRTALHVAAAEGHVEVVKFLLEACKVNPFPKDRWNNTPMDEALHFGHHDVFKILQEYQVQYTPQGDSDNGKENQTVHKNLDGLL
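hKGA; 45 mM KH2PO4 pH 8.2 + 0.02% Tween-20; cpd via pin tool; 1 mM Gln soln; GluOx/HRP/Amplex Red; RT 30 min; fluor. t0 & final.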
POLI inh: blocks human DNA polymerase iota activity. Q9UNA4. Pol iota fluorescent replication assay, 10 min. Potency, µM (top dose mostly 115 µM), inactives show at the highest dose activity, negative = inhibition, usual class: inhibitors. actives 1% (n = 390,000)
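Pol iota at 10 nM preincubated 15 min with compounds at room temperature; reaction started with fluorescent substrate, 50 nM final. Fluorescence read kinetically at 0 and 10 min; buffer-only wells as negative control.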
BLM inh: inhibitors of human Bloom syndrome helicase BLM; recombinant BLM DNA unwinding, fluorescence dequenching; Potency, µM (series often up to 56.1 µM), inactives show at the top dose activity change, negative = inhibition, hits mostly inhibitors; P54132; AID 2528; actives 0.2% (n = 350,000);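 also: plate controls were vehicle for no effect and no enzyme for full effect; nearly all actives have a fitted effect of over 35% in size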
Tb PGK inh: blocks T. brucei phosphoglycerate kinase; PGK/GAPDH coupled, Kinase-Glo luminescence, 60 min; Potency, µM (highest dose often 57.5 µM), for inactives: top-dose activity change, negative = inhibition, hits mostly inhibitors; actives 0.043% (n = 380,000); AID 602233; also: % is scaled to controls: 0 for no effect and ±100 for the full control effect; nearly all actives have a fitted effect of over 60% in size
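Luminescent ATP detection (Kinase-Glo Plus) follows a 60-minute room-temperature incubation, with wells lacking PGK as controls. Buffer: 100 mM TEA (pH 7.6), 5 mM MgCl2, 0.01% Tween-20. Coupling enzyme GAPDH (100 nM final) supplies unstable 1,3-BPG in-well.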
BAZ2B block: blocks human BAZ2B; Q9UIF8; AlphaScreen BAZ2B-H3K14Ac peptide displacement; Potency, µM (series often up to 114 µM), for the others: top-dose activity change, negative = inhibition, usual class: inhibitors; actives 4.4% (n = 360,000); AID 504333; also: % is scaled to controls: 0 for no effect and ±100 for the full control effect; nearly all actives have a fitted effect of over 60% in size
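AlphaScreen displacement of biotin-H3(5-23)K14Ac peptide (50 nM final) from BAZ2B (50 nM final) in PBS pH 7.4, 0.01% Tween-20; complex preformed 30 min RT, then compounds (top 110 uM) 30 min RT, beads 20 min dark.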
An asterisk follows results filed as active; i = inactive; ? = inconclusive; . = no result given; [ ] = dose if it differs, or a comment. Unless noted, calls follow the shape of the dose curve; as a rule, active = well fitted curve in the direction sought with a large enough effect; inconclusive = small, poorly fitted or top-dose-only effect, or another doubt; inactive = no such curve, though single readings can be large; an effect the other way counts as inactive or inconclusive. Potency is read from the fitted curve at half-maximal effect.

HP1b chromo inh,JMJD2A Tudor inh,Pin1 inhibitor,G9a inh,GLS inh,POLI inh,BLM inh,Tb PGK inh,BAZ2B block,SMILES
3%,-23%,1%,4%,?,49%[activator],1%,i,-4%,O=C(CCCO)NNc1c2ccccc2nc2ccccc12
4%,-6%,-1%,4%,2%,59%[activator],-1%,-2%,-2%,FC(F)(F)c1ccncc1-c1nnc(C2CCCCC2)o1
44%[activator],-10%,9%,9%[0.501 µM],-3%,-8%,1%,0%,7%,COc1ccc(/C=C/C(=O)NC2CCCCC2C)cc1 (stereo unspecified)
?,16µM*,12%,14µM*,-2%,-17%,?,10%,11µM*,COc1ccccc1Nc1c2c(nc3ccc(NC(=O)/C=C/c4cc(OC)c(OC)c(OC)c4)cc13)CCCC2
16%,-4%,-7%,.,32%[activator],5%,-8%,-5%,-22%,Cc1ccc(/C=C/C(=O)O)cc1S(=O)(=O)Nc1ccc2c(c1)OCO2
42%[activator],-19%,-5%,-8%,0%,20%,1%,11%,-7%,CN(C)S(=O)(=O)c1ccc(N2CCOCC2)c(C(=O)O)c1
41%,-4%,1%,?,0%,?,-1%,-8%,-8%,Cc1oc2c(C)c3oc(=O)c(CCC(=O)N[C@@H](CC(C)C)C(=O)O)c(C)c3cc2c1C
-8%,?,2%,-7%[59 µM],-7%,50µM*,.,-5%,50µM*,COc1ccccc1C(C)NCC(=O)NC(=O)NCc1ccco1 (stereo unspecified)
2%,-18%,-2%,-32%,5%,6%,.,-5%,3%,CCOc1ccc(NC(=O)CN(C)C(=O)c2sccc2-c2ccccc2)cc1OCC
67%[activator],34%,29%,18%[59 µM],-11%,-5%,0%,-10%,90%[activator],O=c1c2c3c(sc2nnn1Cc1ccc(F)cc1)CCCC3
24%,-3%,6%,18%[12.7 µM],0%,17%,0%,-2%,9%,CS(=O)(=O)N1CCN(C(=O)c2ccc(F)cc2)CC1
65%[activator],13%,3%,-5%,-3%,-11%,-8%,-7%,2%,COC(=O)c1ccc(NC(=O)CSCc2ccccc2C)cc1
35%,1%,-7%,0%[59 µM],-1%,14%,1%,8%,-1%,O=C(NCc1ccc(F)cc1)C(=O)Nc1ccc2nc3n(c(=O)c2c1)CCCCC3
23%,-26%,0%,-45%[59 µM],1%,14%,0%,-5%,?,C[C@H](NC(=O)c1nc[nH]c1C(=O)NCC(=O)OC(C)(C)C)C(=O)OC(C)(C)C
-11%,?,5%,.,-1%,?,.,-1%,.,COc1ccc2c(c1)[C@H]1[C@H](CO2)[C@H](c2ccccc2)[C@]2(C)C(=O)Nc3ccc(C)cc3C(=O)N12
-8%,-35%,15%,?,7%,20%,-2%,0%,-38%,Cn1cnnc1SCc1ccc(-c2ccc(Br)cc2)o1
31%,-8%,4%,-24%,-13%,1%,.,-5%,24%,O=C(NCCC1CCCCN1S(=O)(=O)c1cccs1)C(=O)Nc1cccc(F)c1 (stereo unspecified)
21%,-11%,-3%,4%[59 µM],12%,-1%,-5%,-2%,-4%,CCNc1nc(NCC)n2c(SCC(=O)NC34CC5CC(CC(C5)C3)C4)nnc2n1
30%,-11%,4%,6%,3%,5%,0%,-5%,7%,CCCS(=O)(=O)N1CCC(C(=O)N2CCOCC2)CC1
37%,-8%,-2%,21%[59 µM],-4%,-3%,6%,i,7%,COc1ccc(/C(O)=C2/C(=O)C(=O)N(CCCN(C)C)C2c2ccccc2)cc1OC (stereo unspecified)
62%[activator],-16%,4%,26%,2%,-3%,1%,-4%,2%,CCC(=O)Nc1ccc(NC(=O)CSc2nnc(C(C)C)n2C)cc1
9%,-24%,5%,-10%,6%,-8%,-2%,6%,-37%,COc1cccc(CN2CCCC(C(=O)c3ccc4c(c3)OCO4)C2)c1OC (stereo unspecified)
23%,-7%,-22%,.,1%,-8%,.,-2%,.,O=C(COC(=O)CN1CCSC1=O)Nc1ccc(F)cc1Cl
23%,-6%,3%,6%,-2%,78%[activator],-5%,i,6%,Cc1cccc(NC(=O)c2cc(-c3cc(C)ccc3O)n[nH]2)c1
14%,6.3µM*,3%,4µM*,-24%,10%,-4%,5%,0%,C=CCn1c(-c2c[nH]c3ccccc23)n[nH]c1=S
34%,-7%,-1%,13%[59 µM],3%,30%,-4%,24%,7%,Cc1c(C(=O)NCc2ccccc2)c(-c2ccccc2)nn1-c1ccccc1
9%,3%,-2%,18%[12.7 µM],-3%,20%,0%,-8%,5%,CC(=O)c1c(C)nn(CC(O)COc2ccc3c(c2)CCC3)c1C (stereo unspecified)
26%,2%,4%,4%[59 µM],26%,82%[activator],3%,-2%,11%,O=C(COc1ccc(Cl)cc1Br)NC(=O)NCc1ccccc1
35%,-5%,4%,-26%,4%,19%,.,3%,24%,Cc1cc(S(=O)(=O)N2CCCCC2CCNC(=O)C(=O)NCC2CCCO2)ccc1F (stereo unspecified)
20%,-14%,-1%,5%[59 µM],0%,-19%,.,1%,8%,CN(CC(=O)Nc1ccccc1C(F)(F)F)C(=O)c1ccccc1Sc1ccccc1C#N
34%,-2%,-7%,-24%[59 µM],0%,-3%,6%,i,?,CCOC(=O)N1CCN(c2ncnc3c2cnn3-c2ccc(OC)cc2)CC1
17%[57 µM],-19%,-1%,30%[59 µM],6%,-15%,-1%,i,-9%,Cc1nc(-c2ccc(Cl)cc2)sc1CCNC(=O)Cc1ccc(F)cc1
20%,-2%,2%,-2%,11%,-6%,-1%,5%,2%,O=C(c1cc2cccc([N+](=O)[O-])c2oc1=O)N1CCOCC1
36%,-4%,1%,-8%[0.501 µM],0%,-19%,-1%,8%,-4%,CC(CCc1ccccc1)NC(=O)C1CCN(S(=O)(=O)c2ccc(F)cc2)CC1 (stereo unspecified)
20%,-21%,4%,?,4%,?,-3%,1%,?,COc1ccc(CN2C(=O)CN=C2Nc2cc(C)ccc2C)cc1
30%,-5%,-5%,-1%[59 µM],3%,26%,-5%,.,-2%,Cc1ccsc1CN(C(=O)COc1cccc(C)c1C)C1CCS(=O)(=O)C1 (stereo unspecified)
17%,-14%,-3%,-5%[59 µM],-5%,9%[58.9 µM],-2%,-4%,-6%,Cc1nnc2n(-c3ccccc3)c(=O)c3c4c(sc3n12)CC(C)CC4 (stereo unspecified)
15%,-14%,-5%,-32%,3%,88%[activator],1%,-12%,3%,O=C(Cc1ccc(F)cc1)Nc1c2c(nn1-c1cccc(Cl)c1)CS(=O)C2 (stereo unspecified)
19%,-11%,3%,-15%,11%,-13%,-1%,8%,-24%,CC(C)n1cnnc1SCC(=O)Nc1cccc(S(=O)(=O)N(C)c2ccccc2)c1
99%,60%[activator],5%,8%[12.7 µM],-7%,?,-6%,-7%,30%,Fc1ccccc1N1CCN(Cc2nc(-c3ccc(Cl)cc3Cl)no2)CC1
33%[activator],9%,2%,2%[59 µM],-7%,-6%,2%,8%,10%,O=C(CCS(=O)(=O)c1ccc(Br)cc1)Nc1ccc(F)cc1F
5%,16µM*,-1%,?,27%,146%[activator],-4%,7%,-15%,CCOc1ccc(-n2c(CCc3ccccc3)n[nH]c2=S)cc1
35%,?,-5%,?,8%,11%,-1%,10%,?,CC(=O)NNc1[nH]c2c(c(=O)c1[N+](=O)[O-])c(=O)n(C)c(=O)n2C
50%[activator],-4%,8%,-15%,-4%,15%,-5%,2%,-13%,CCOc1ccc(N2C(=O)C3C4C=CC([C@H]5CC45)[C@@H]3C2=O)cc1 (stereo partly specified)
4%,-24%,14%,7%,0%,2%,-6%,-4%,-1%,Cc1ccc(NC(=O)CN(C)C(=O)CSc2nc3ccccc3c(=O)n2Cc2ccco2)cc1
-15%,-20%,-3%,-9%,1%,-7%,-3%,-1%,4%,O=C(O)CC/C(=N/NC(=O)CNC(=O)c1ccc2c(c1)OCCO2)c1ccccc1
52%[activator],2%,0%,-32%[59 µM],1%,-8%,-6%,.,0%,Cc1cccc(Nc2c3c(nc4nncn24)CCC3)c1
23%,50µM*,49%[activator],-5%,1%,?,-13%,3%,?,O=C(CCCN1C(=O)/C(=C\c2cccs2)SC1=S)NNC(=O)c1ccncc1
-1%,?,-1%,-2%,12%,-10%,-1%,-3%,2%,Cc1oc2c(CN(C)C)c(O)ccc2c(=O)c1-c1cscn1
51%[activator],13%,5%,-3%,-2%,-4%,-1%,-5%,7%,O=C(NN1C(=O)C2C(C1=O)C1C=CC2C12CC2)c1ccncc1 (stereo unspecified)
60%[activator],-4%,-6%,-14%[59 µM],28%,28%,-8%,0%,-5%,COc1cc(C(=O)O/N=C2\C=CC(=O)C=C2C)cc(OC)c1OC
42%[activator],-3%,-3%,-11%,-5%,7%,-5%,-10%,-1%,Cc1ccc(S(=O)(=O)NNC2=NCCCCC2)cc1
63%[activator],8%,?,-1%[59 µM],-12%,10%,-3%,i,15%,COc1ccc(C(=O)c2sc3nc(-c4ccc(OC)cc4)ccc3c2N)cc1

Rewritten as comma-separated lines: part of the list above.
mol,HP1b chromo inh,JMJD2A Tudor inh,Pin1 inhibitor,G9a inh,GLS inh,POLI inh,BLM inh,Tb PGK inh,BAZ2B block
COc1ccc(C(=O)c2sc3nc(-c4ccc(OC)cc4)ccc3c2N)cc1,63%[activator],8%,?,-1%[59 µM],-12%,10%,-3%,i,15%
O=C(O)CC/C(=N/NC(=O)CNC(=O)c1ccc2c(c1)OCCO2)c1ccccc1,-15%,-20%,-3%,-9%,1%,-7%,-3%,-1%,4%
Cc1ccc(S(=O)(=O)NNC2=NCCCCC2)cc1,42%[activator],-3%,-3%,-11%,-5%,7%,-5%,-10%,-1%
Cc1cccc(Nc2c3c(nc4nncn24)CCC3)c1,52%[activator],2%,0%,-32%[59 µM],1%,-8%,-6%,.,0%
COc1cc(C(=O)O/N=C2\C=CC(=O)C=C2C)cc(OC)c1OC,60%[activator],-4%,-6%,-14%[59 µM],28%,28%,-8%,0%,-5%

Only part of the results is shown; the hit share may differ from the screen's.
